ABCB6 inh 2 – human ABCB6 transporter inhibition; hit rate 0.19% among 360,000; K562-ABCB6 porphyrin accumulation, flow cytometry, 1 h; active compounds read low; fluorescence ratio to DMSO, % at 10 µM; Q9NP58;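 active means fluorescence ratio to DMSO below 75%, the collection mean minus 3 SD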;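 further: signal is porphyrin accumulated inside mitochondria; 100% equals median channel fluorescence of DMSO control wells; lower ratio means ABCB6 inhibition with less porphyrin fluorescence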
Target sequence (Q9NP58 whole entry, looked up): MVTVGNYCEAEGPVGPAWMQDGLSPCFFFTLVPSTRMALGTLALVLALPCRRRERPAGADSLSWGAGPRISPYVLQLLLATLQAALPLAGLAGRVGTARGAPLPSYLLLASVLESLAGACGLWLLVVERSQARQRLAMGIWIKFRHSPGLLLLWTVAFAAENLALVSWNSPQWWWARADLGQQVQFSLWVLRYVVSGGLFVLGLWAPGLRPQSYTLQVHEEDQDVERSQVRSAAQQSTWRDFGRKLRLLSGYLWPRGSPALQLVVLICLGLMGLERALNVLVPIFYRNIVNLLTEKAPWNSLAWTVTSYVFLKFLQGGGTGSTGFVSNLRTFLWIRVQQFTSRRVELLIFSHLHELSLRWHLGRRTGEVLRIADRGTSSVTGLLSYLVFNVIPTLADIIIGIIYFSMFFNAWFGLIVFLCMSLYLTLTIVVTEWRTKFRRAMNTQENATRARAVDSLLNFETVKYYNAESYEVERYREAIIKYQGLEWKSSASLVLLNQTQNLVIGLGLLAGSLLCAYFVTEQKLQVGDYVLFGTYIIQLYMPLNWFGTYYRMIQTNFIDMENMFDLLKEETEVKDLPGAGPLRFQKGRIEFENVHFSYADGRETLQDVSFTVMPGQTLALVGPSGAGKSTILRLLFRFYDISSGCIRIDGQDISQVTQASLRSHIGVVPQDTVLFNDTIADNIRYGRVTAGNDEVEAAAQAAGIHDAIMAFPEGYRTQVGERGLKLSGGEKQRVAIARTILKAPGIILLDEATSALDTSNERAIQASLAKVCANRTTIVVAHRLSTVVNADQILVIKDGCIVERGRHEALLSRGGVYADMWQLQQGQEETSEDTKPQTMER
ABHD5 PLIN5 PPI – inhibitors of human ABHD5-perilipin-5 interaction; Q00G26+Q8WTS1; Split G. princeps luciferase complementation, luminescence, 4 h; inhibition, % at 4 µM; hit rate 0.78% among 360,000; AID 602281;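 active means inhibition above the mean inhibition across every tested compound plus 3 SD, cut at about 22% in these data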;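 further: 0% = DMSO only wells and the 100% control is not disclosed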
NCOA2 inhibitor – human SRC2 (NCOA2) inhibition | HEK293 GAL4-SRC2 luciferase reporter, luminescence | inhibition, % at 9 µM | hit rate 0.17% among 370,000 | AID 651957;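 active means inhibition above the mean inhibition of all tested compounds plus 3 SD, set per campaign, cut at about 52% in these data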;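 further: 0% = DMSO treated cells and 100% = cells given Gossypol at 36 µM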
Cardio protect – myocardial damage modulation in H9c2 cells; H9c2 cardiomyocytes, H2O2 injury protection, ATPLite, 2 h; hit rate 0.63% among 360,000; protection from H2O2 cell death, % at 20 µM; AID 588492;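 active means compounds giving at least 50% protection of heart cells from peroxide-induced death in the single-dose screen, raw or plate-pattern-corrected value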;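 further: 0% = DMSO wells with peroxide and 100% = DMSO wells without peroxide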
MC4R ag barr – activates human MC4R beta-arrestin recruitment; P32245; U2OS MC4R beta-arrestin complementation, luminescence; percent of melanotan II response, DMSO zero; activation, % at 8.9 µM; hit rate 0.98% among 360,000;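 active means activation above a per-plate cutoff, the mean activation of sample wells on that plate plus 3 SD, cut at about 8% in these data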
m5-HT2A agonist – activates the mouse 5-HT2A serotonin receptor; P35363; CHO-K1 mHTR2A beta-arrestin complementation, luminescence; percent of 30 µM serotonin response; activation, % at 7.6 µM; hit rate 0.66% among 360,000;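 active means activation above a run cutoff, the mean activation of all tested compounds plus 3 SD, cut at about 14% in these data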;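 further: 0% = plate median of compound wells and 100% = 30 µM serotonin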
NOD2 RIPK2 PPI – inhibitors of human NOD2-RIPK2 interaction; hit rate 0.38% among 360,000; CHO BLA complementation NOD2-RIPK2, CCF4 ratio; inhibition, % at 4.98 µM; AID 624267; in the data active means inhibition above about 21%;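 further: 0% = vehicle only and 100% = reference blocker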
Glyco luc inh – blocks N-linked glycosylation in D54 reporter cells | AID 588692 | D54 ERlucT glycosylation luciferase reporter, 24 h; percent of 100 nM tunicamycin response | reporter increase, % at 12.5 µM | hit rate 0.23% among 360,000;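 active means mean luciferase reporter signal, scaled so untreated is 0 and the glycosylation-blocking control 100, at or above a set limit in every replicate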;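 further: luciferase carries N-glycosylation sites so blocking glycosylation raises the light; 0% = median of neutral control wells and 100% = median of 100 nM tunicamycin wells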
TLR9-MyD88 block – blocks human TLR9 binding to MyD88. Q9NR96+Q99836. hit rate 0.21% among 340,000. AID 504734. inhibition, % at 4.98 µM. CHO BLA complementation TLR9-MyD88, CCF4 FRET ratio;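 active means inhibition above the mean over all tested compounds plus 3 SD, cut at about 21% in these data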;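 further: 0% = DMSO only wells and 100% = clavulanate BLA inhibitor control wells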
MC4R antagonist – antagonists of human melanocortin 4 receptor (MC4R); MC4R-expressing cells, MTII-stimulated cAMP, LANCE TR-FRET; inhibition, % at 6.5 µM; hit rate 0.48% among 360,000; AID 540295;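 active means inhibition above its plate's cutoff, the mean of tested wells on that plate plus 3 SD, cut at about 29% in these data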;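 further: 0% = Melanotan II alone and 100% = Melanotan II plus saturating MCL0020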
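Assay system: U2OS cells stably expressing human melanocortin 4 receptor (MC4R) / Dosing: 6.5 µM / Timing: compound 30 min, challenge 1 h, detection 1 h / Measured by: Eu-cAMP/anti-cAMP TR-FRET, emission 671 nm / Replicates: singlicate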
* = called active by the depositor. Only part of the results is shown, so the mix of outcomes need not match the whole.

What do the screens show for `CCOC(=O)c1[nH]c2ccccc2c1NC(=O)NC(C)C`?
ABCB6 inh 2: 93; ABHD5 PLIN5 PPI: 1; NCOA2 inhibitor: -6; Cardio protect: -1; MC4R ag barr: -1.9; m5-HT2A agonist: 3; NOD2 RIPK2 PPI: -8; Glyco luc inh: 0; TLR9-MyD88 block: 7; MC4R antagonist: 3

How did COc1ccc2ncn(-c3ccccc3)c2c1 do in these assays?
ABCB6 inh 2: 95; ABHD5 PLIN5 PPI: -1; NCOA2 inhibitor: 39; Cardio protect: -7; MC4R ag barr: -2.9; m5-HT2A agonist: 6; NOD2 RIPK2 PPI: -16; Glyco luc inh: -9; TLR9-MyD88 block: -2; MC4R antagonist: -2

What do the screens show for `CCOc1cc(C2C(C#N)=C(N)OC(C)=C2C(C)=O)c(Br)c(Br)c1OC(C)C` (centres undefined)?
ABCB6 inh 2: 90; ABHD5 PLIN5 PPI: -1; Cardio protect: -5; MC4R ag barr: -0.4; m5-HT2A agonist: 2; NOD2 RIPK2 PPI: -8; Glyco luc inh: 20; TLR9-MyD88 block: -2; MC4R antagonist: -12

What do the screens show for `COCOCCn1cc(CN2CCS(=O)(=O)N(Cc3ccc(-c4cccc(N(C)C)c4)cc3)C(CC(C)C)C2=O)nn1` (centres undefined)?
ABCB6 inh 2: 102; ABHD5 PLIN5 PPI: -4; NCOA2 inhibitor: 14; Cardio protect: 10; MC4R ag barr: -1.0; m5-HT2A agonist: 2; NOD2 RIPK2 PPI: -13; Glyco luc inh: 3; TLR9-MyD88 block: -9; MC4R antagonist: 0

How did Nc1ccc(Oc2ccc(Br)cc2)cc1 do in these assays?
ABCB6 inh 2: 98; ABHD5 PLIN5 PPI: -11; NCOA2 inhibitor: 12; Cardio protect: -4; MC4R ag barr: -0.1; m5-HT2A agonist: -4; NOD2 RIPK2 PPI: -63; Glyco luc inh: 0; TLR9-MyD88 block: -12; MC4R antagonist: 0

What do the screens show for `CC(C)c1csc(CN2CCC(CCC(=O)NCC3CCCO3)CC2)n1` (centres undefined)?
ABCB6 inh 2: 90; ABHD5 PLIN5 PPI: -1; NCOA2 inhibitor: -18; Cardio protect: 0; MC4R ag barr: -0.1; m5-HT2A agonist: -3; NOD2 RIPK2 PPI: 2; Glyco luc inh: -1; TLR9-MyD88 block: -4; MC4R antagonist: -4

How did COc1cccc(C(O)c2ncc(-c3ccccc3)[nH]2)c1 (centres undefined) do in these assays?
ABCB6 inh 2: 91; ABHD5 PLIN5 PPI: -3; NCOA2 inhibitor: -17; Cardio protect: -3; MC4R ag barr: -1.9; m5-HT2A agonist: 4; NOD2 RIPK2 PPI: -8; Glyco luc inh: 2; MC4R antagonist: 0

How did CCc1ccc(N(C(=O)CCC(=O)Nc2cc(C)on2)C(C(=O)NC(C)(C)C)c2ccc(OC)cc2)cc1 (centres undefined) do in these assays?
ABCB6 inh 2: 99; ABHD5 PLIN5 PPI: -8; NCOA2 inhibitor: 6; Cardio protect: -2; MC4R ag barr: 0.0; m5-HT2A agonist: -2; NOD2 RIPK2 PPI: 11; Glyco luc inh: -3; TLR9-MyD88 block: -5; MC4R antagonist: -4

What do the screens show for `O=C(N/N=C/c1cc(Br)c(O)c(Br)c1O)c1cccnc1`?
ABCB6 inh 2: 97; ABHD5 PLIN5 PPI: 2; NCOA2 inhibitor: -19; Cardio protect: 13; MC4R ag barr: -0.1; m5-HT2A agonist: 5; NOD2 RIPK2 PPI: -8; Glyco luc inh: -2; TLR9-MyD88 block: 2; MC4R antagonist: -1

What do the screens show for `CC(=O)N[C@@H]1c2c(ccc3ccccc23)OC[C@@H]1COC(C)=O`?
ABCB6 inh 2: 104; ABHD5 PLIN5 PPI: -2; NCOA2 inhibitor: -34; Cardio protect: 2; MC4R ag barr: 1.4; m5-HT2A agonist: 1; NOD2 RIPK2 PPI: -13; Glyco luc inh: 1; MC4R antagonist: 21

Results for COc1cc(NC(=O)Nn2cnnc2)cc(OC)c1OC ?
ABCB6 inh 2: 97; ABHD5 PLIN5 PPI: 6; NCOA2 inhibitor: -10; Cardio protect: 4; MC4R ag barr: 2.2; m5-HT2A agonist: 1; NOD2 RIPK2 PPI: -3; Glyco luc inh: 4; TLR9-MyD88 block: -7; MC4R antagonist: 5

What do the screens show for `CN1C(=O)CC(C(=O)O)SC1=Nc1cccc(C(F)(F)F)c1` (centres undefined)?
ABCB6 inh 2: 98; ABHD5 PLIN5 PPI: -5; NCOA2 inhibitor: 12; Cardio protect: 0; MC4R ag barr: -0.9; m5-HT2A agonist: 6; NOD2 RIPK2 PPI: 3; Glyco luc inh: 1; TLR9-MyD88 block: -13; MC4R antagonist: -2

How did O=C(CCN1CCN(Cc2ccccc2)CC1)NNC(=O)Nc1cccc([N+](=O)[O-])c1 do in these assays?
ABCB6 inh 2: 103; ABHD5 PLIN5 PPI: -4; NCOA2 inhibitor: -12; Cardio protect: -1; MC4R ag barr: -3.4; m5-HT2A agonist: -4; NOD2 RIPK2 PPI: -3; Glyco luc inh: -2; TLR9-MyD88 block: -24; MC4R antagonist: 12

How did COc1ccccc1/C=C/C=C1\Oc2c(ccc(O)c2CN2CCN(CCO)CC2)C1=O do in these assays?
ABCB6 inh 2: 109; ABHD5 PLIN5 PPI: 21; NCOA2 inhibitor: -20; Cardio protect: 1; MC4R ag barr: -0.9; m5-HT2A agonist: -5; NOD2 RIPK2 PPI: 16; Glyco luc inh: 1; TLR9-MyD88 block: 12; MC4R antagonist: -9

How did CN(CC(=O)Nc1ccc(Cl)c(Cl)c1)C(=O)c1ccccc1SCC(=O)N1CCCC1 do in these assays?
ABCB6 inh 2: 93; ABHD5 PLIN5 PPI: -3; NCOA2 inhibitor: -14; Cardio protect: -10; MC4R ag barr: -0.9; m5-HT2A agonist: -7; NOD2 RIPK2 PPI: -3; Glyco luc inh: -1; TLR9-MyD88 block: 1; MC4R antagonist: 3

What do the screens show for `CC(C)[C@H](NC(=O)OCc1ccccc1)C(=O)OCC(=O)NCc1ccco1`?
ABCB6 inh 2: 92; ABHD5 PLIN5 PPI: 20; NCOA2 inhibitor: -18; Cardio protect: 2; MC4R ag barr: 1.5; m5-HT2A agonist: 10; NOD2 RIPK2 PPI: 5; Glyco luc inh: -3; MC4R antagonist: 2

What do the screens show for `CC(=O)Nc1ccc(S(=O)(=O)N(C)CC(=O)NCCC2=CCCCC2)cc1`?
ABCB6 inh 2: 97; ABHD5 PLIN5 PPI: -1; NCOA2 inhibitor: 4; Cardio protect: -1; MC4R ag barr: -0.7; m5-HT2A agonist: 2; NOD2 RIPK2 PPI: 2; Glyco luc inh: 1; TLR9-MyD88 block: -6; MC4R antagonist: 12

What do the screens show for `CC(C)Cc1nc(C#N)c(N2CCC(C(N)=O)CC2)o1`?
ABCB6 inh 2: 91; ABHD5 PLIN5 PPI: 3; NCOA2 inhibitor: -18; Cardio protect: -1; MC4R ag barr: -2.2; m5-HT2A agonist: 2; NOD2 RIPK2 PPI: -6; Glyco luc inh: 1; TLR9-MyD88 block: 0; MC4R antagonist: 8

Results for COc1ccc(S(=O)(=O)N2CCCCCC2)cc1C(=O)NCc1ccco1 ?
ABCB6 inh 2: 92; ABHD5 PLIN5 PPI: 5; NCOA2 inhibitor: 37; Cardio protect: 1; MC4R ag barr: -1.9; m5-HT2A agonist: -2; NOD2 RIPK2 PPI: -5; Glyco luc inh: -3; TLR9-MyD88 block: -5; MC4R antagonist: -1

How did S=C(NCc1ccco1)N1CCN(c2nc(-c3ccccc3)cs2)CC1 do in these assays?
ABCB6 inh 2: 83; ABHD5 PLIN5 PPI: -11; NCOA2 inhibitor: -16; Cardio protect: -13; MC4R ag barr: -3.1; m5-HT2A agonist: -2; NOD2 RIPK2 PPI: -7; Glyco luc inh: 2; TLR9-MyD88 block: 13; MC4R antagonist: 7

What do the screens show for `O=C(CN(c1ccc(Cl)c(C(F)(F)F)c1)S(=O)(=O)c1ccccc1)N1CCOCC1`?
ABCB6 inh 2: 97; ABHD5 PLIN5 PPI: 1; NCOA2 inhibitor: -19; Cardio protect: -10; MC4R ag barr: 1.2; m5-HT2A agonist: 6; NOD2 RIPK2 PPI: -5; Glyco luc inh: 1; TLR9-MyD88 block: -11; MC4R antagonist: 14

How did Cc1c(NC(=O)c2cnn3c2NC(c2ccc(Br)cc2)CC3C(F)(F)F)c(=O)n(-c2ccccc2)n1C (centres undefined) do in these assays?
ABCB6 inh 2: 88; ABHD5 PLIN5 PPI: 0; NCOA2 inhibitor: 0; Cardio protect: 1; MC4R ag barr: -0.5; m5-HT2A agonist: -3; NOD2 RIPK2 PPI: 6; Glyco luc inh: 6; TLR9-MyD88 block: 2; MC4R antagonist: 1

What do the screens show for `Cc1nn(-c2ccc(N3CCCCC3)nn2)c(C)c1CCC(=O)Nc1cccc(F)c1`?
ABCB6 inh 2: 98; ABHD5 PLIN5 PPI: 1; NCOA2 inhibitor: -32; Cardio protect: -4; MC4R ag barr: -1.5; m5-HT2A agonist: -6; NOD2 RIPK2 PPI: -8; Glyco luc inh: -5; TLR9-MyD88 block: -10; MC4R antagonist: 13

Results for Cc1ccc(OC(=O)N(C)C[C@H]2OCc3cn(nn3)CCCC(=O)N([C@H](C)CO)C[C@@H]2C)cc1 ?
ABCB6 inh 2: 102; ABHD5 PLIN5 PPI: -1; NCOA2 inhibitor: 13; Cardio protect: 1; MC4R ag barr: -0.9; m5-HT2A agonist: 1; NOD2 RIPK2 PPI: 0; Glyco luc inh: 4; TLR9-MyD88 block: -1; MC4R antagonist: 1

Results for Cc1cccc(NC(=O)CN2CCN(C(=O)C3CCN(C(=O)/C=C/c4ccccc4)CC3)CC2)c1C ?
ABCB6 inh 2: 100; ABHD5 PLIN5 PPI: -1; NCOA2 inhibitor: 3; Cardio protect: -5; MC4R ag barr: -0.5; m5-HT2A agonist: 2; NOD2 RIPK2 PPI: -5; Glyco luc inh: 2; TLR9-MyD88 block: -7; MC4R antagonist: 12

What do the screens show for `CCOn1c(=O)c(-c2ccc(F)cc2)[n+]([O-])c2ccccc21`?
ABCB6 inh 2: 95; ABHD5 PLIN5 PPI: 7; NCOA2 inhibitor: 6; Cardio protect: 3; MC4R ag barr: -3.0; m5-HT2A agonist: -8; NOD2 RIPK2 PPI: 6; Glyco luc inh: 1; TLR9-MyD88 block: 10; MC4R antagonist: 13

How did CC1CCC2(CC1)NC(=O)N(CC(=O)Nc1ccc(F)cc1)C2=O (centres undefined) do in these assays?
ABCB6 inh 2: 103; ABHD5 PLIN5 PPI: -1; NCOA2 inhibitor: 1; Cardio protect: 2; MC4R ag barr: -1.1; m5-HT2A agonist: 3; NOD2 RIPK2 PPI: -12; Glyco luc inh: 4; TLR9-MyD88 block: 3; MC4R antagonist: 3

How did COc1cccc(Oc2ccc(C(F)(F)F)cc2NC(=O)c2cccc(F)c2)c1 do in these assays?
ABCB6 inh 2: 100; ABHD5 PLIN5 PPI: -18; NCOA2 inhibitor: 9; Cardio protect: -4; MC4R ag barr: 2.4; m5-HT2A agonist: -2; NOD2 RIPK2 PPI: -9; Glyco luc inh: -3; TLR9-MyD88 block: 1; MC4R antagonist: 4
